Screening data (PubChem)
Autophagy mod: autophagy modulation, high-content screen; MEF GFP-LC3 puncta imaging; test concentration mostly 10 µM; calls only at 10 µM (by protocol); 0.98% of 190,000 active; AID 463193;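 active means percentage of spot-positive cells more than 3 SD above its plate mean, without a fluorescence outlier flag or 80% toxicity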;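 further: spot-positive cell cutoff set from DMSO-treated cells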
ER stress rescue: rescue of cells from ER stress-induced death, primary screen, 384-well, CSM14.1, thapsigargin, ATP luminescence (AID 1222); 190,000 tested, under 10 active; cellular ATP content (survival), % at 20 µM; hits with a dose series show EC50 in µM; CSM14.1 thapsigargin-induced death rescue, ATP luminescence; higher % means a stronger effect;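 active means EC50 below 50 µM in the dose-response confirmation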;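 further: death triggered by thapsigargin at about 15 µM added after 2 h compound pretreatment; cell ATP read after overnight thapsigargin exposure of roughly 18 to 22 hours; normalized against plate controls of thapsigargin alone and 5% DMSO vehicle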
P. falciparum M17LAP: P. falciparum M17LAP inhibitors, primary screen, biochemical, fluorogenic H-Leu-NHMec substrate, 1536-well (AID 1619); inhibition, % at 30 µM; hits with a dose series show IC50 in µM; recombinant M17LAP, H-Leu-NHMec fluorogenic kinetic assay; higher % means a stronger effect; 0.38% of 220,000 active;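 active means compound inhibiting the enzyme by more than half at any dose during confirmatory dose-response retesting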;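 further: plate controls were full reaction with DMSO carrier for no effect and no enzyme background for full effect; strong numbers were not always called active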
P. falciparum M1AAP: P. falciparum M1AAP inhibitors, biochemical, fluorogenic H-Leu-NHMec substrate, 1536-well (AID 1445) | one-dose inhibition, % at 30 µM; IC50 in µM for titrated hits | recombinant M1AAP, H-Leu-NHMec fluorogenic kinetic assay; higher % means a stronger effect | 0.42% of 220,000 active;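 active means primary inhibition above the hit cutoff, then over 50% inhibition at one or more dose response concentrations, cut at about 23% in these data, passing the limit was not always enough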;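 further: plate controls were DMSO full reaction for no effect and no enzyme background for full effect; strong numbers were not always called active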
Dynein transport: dynein cargo transport inhibition; 3617.4 mouse cells, GR-EGFP nuclear translocation imaging; test concentration mostly 20 µM; stimulated with dexamethasone, 1 µM; hits give low values; z-score, hits read low; 0.47% of 220,000 active;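 active means plate z-score of nuclear minus cytoplasmic receptor signal below a set negative limit, without overly bright fluorescence or cell loss, cut at about -3.5 in these data, passing the limit was not always enough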;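 further: z-score of nuclear minus cytoplasmic ring GR-EGFP intensity difference per well; some compounds called inactive have numbers as strong as hits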
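Buffer or medium: tet-free, stripped-serum medium; Also added: dexamethasone, 1.0 µM final; Technique: high-content fluorescence imaging after fixation; Times: 48 h induction, 1 h compound, 30 min dex at 37 °C; Read-out: per-cell GR-EGFP intensity, nucleus versus surrounding cytoplasmic ring, well-averaged.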
Insulin prom up: MIN6 insulin promoter up-regulation | 0.3% of 190,000 active | AID 1625 | z-score at 5 µM | MIN6 insulin promoter-GFP reporter, high-content imaging; hits give high values;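 active means z-score above 3 at 5 µM with at least 500 cells counted in the well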
UTI89 phage lysis: protection from phage-mediated lysis, alamar blue read-out – E. coli UTI89, K1F phage, bacterial capsule biogenesis inhibitors (AID 488966). inhibition, % at 100 µM; hits with a dose series show IC50 in µM. 0.02% of 340,000 active. E. coli UTI89 K1F phage lysis, alamar blue, 2 h; higher % means a stronger effect;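 active means phage lysis inhibition, versus mean bacterial control, above a set limit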;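 further: capsule biogenesis inhibitors block K1F phage lysis so surviving cells raise fluorescence; higher fluorescence means more inhibition of phage lysis; actives were called in the ten point dose series up to 300 µM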
MT stabilizer: microtubule stabilization, imaging screen; HeLa tubulin immunostaining HCS, 24 h; share of cells brighter than vehicle mean+2SD; % tubulin-high responders, % at 10 µM; 0.83% of 200,000 active;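 active means plate Z-score above 3 for both tubulin-high and condensed-nucleus cell shares, with cell loss under 80%, at 10 µM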;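 further: anti alpha tubulin signal scored within the nucleus-defined area of each cell; some results filed as inactive read as strong as hits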
b-catenin transl: alters nuclear translocation of beta-catenin in HeLa cells | immunofluorescence imaging | nuclear translocation activity, % at 5 µM | 0.3% of 190,000 active | AID 1665;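 active means nuclear translocation activity above 50% at 5 µM, with a well cell count of 50 or more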;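 further: per-cell ratio of nuclear to cytoplasmic median beta-catenin stain intensity; plate controls were DMSO negative control for no effect and GSK-3 inhibitor IX positive control for full effect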
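Test system: human HeLa cell line; Doses: 5 µM primary, 0.02–20 µM confirmation; Incubation: 24 h compound exposure, 37°C; Detection: beta-catenin immunofluorescence imaging with DAPI; Read-out: beta-catenin nuclear/cytoplasmic ratio, % activation.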
Dynein transport cytoplasmic EGFP: further read-out of Dynein transport, marked with its call; z-score; measured here: cytoplasmic GR-EGFP intensity; hits give high values
Dynein transport nuclear GR-EGFP: also measured in Dynein transport; calls as there; z-score; measured here: nuclear GR-EGFP intensity;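 lower value marks the stronger effect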
Dynein transport cell count: further read-out of Dynein transport, marked with its call; z-score; measured here: cell count per field
Insulin prom up cell count: recorded beside Insulin prom up, whose call it bears; cell count; measured here: cytotoxicity, nuclei count;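 total cells summed across four imaged fields per well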
b-catenin transl cell count 5 µM: recorded beside b-catenin transl, whose call it bears; cell count; measured here: cell count, cytotoxicity flag
MT stabilizer Hoechst-high %: further read-out of MT stabilizer, marked with its call; % Hoechst-high responders; measured here: nuclear condensation Hoechst responders;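 share of cells brighter than vehicle mean plus two SD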
MT stabilizer cytotoxicity %: second read-out of MT stabilizer, no call of its own (marks repeat the call); toxicity, %; measured here: cytotoxicity by cell density;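 0% = mean cell density of plate MIN control wells and 100% = no cells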
Autophagy mod cell loss 18 h: second read-out of Autophagy mod, no call of its own (marks repeat the call); toxicity, %; measured here: cell loss, nuclei count;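 cell loss after 18 h compound exposure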
The depositor's hits bear a star; i = inactive; . = not tested or not shown; + = active, no number. No enrichment for hits; 2.9% or so of the library scored in one or more.

entry	SMILES	Autophagy mod	Autophagy mod cell loss 18 h	ER stress rescue	P. falciparum M17LAP	P. falciparum M1AAP	Dynein transport	Dynein transport cytoplasmic EGFP	Dynein transport nuclear GR-EGFP	Dynein transport cell count
1	CCOC(=O)c1cnc2nc(Cc3ccccc3)[nH]n2c1=O	i	11	-0.4%	4%	5%	0.45	-0.00017	1.1	-0.27
2	COc1ccc(C2CN=NC23CCCc2ccccc2C3=O)cc1 (stereo unspecified)	i	-21	-0.5%	9%	-1%	-1.3	-0.2	-0.07	1.1
3	CN(C)S(=O)(=O)c1cccc(-c2nnc(SCc3ccc4c(c3)OCCO4)o2)c1	i	11	2.4%	2%	-6%	-0.9	-0.22	-0.12	0.86
4	O=c1[nH]c(NC2CCCCC2)nnc1Cc1ccccc1	i	17	-1.6%	2%	3%	1.8	-0.34	0.89	-0.55
5	O=C(Cc1ccccc1)N1CCC(c2nc3ccccc3[nH]2)CC1	i	-2	4.3%	-5%	-2%	-0.68	-0.11	-0.38	0.47
6	C[C@H]1O[C@@H](O[C@H]2[C@@H](O)C[C@H](O[C@H]3[C@@H](O)C[C@H](O[C@H]4CC[C@@]5(C)[C@H](CC[C@@H]6[C@@H]5C[C@@H](O)[C@]5(C)[C@@H](C7=CC(=O)OC7)CC[C@]65O)C4)O[C@@H]3C)O[C@@H]2C)C[C@H](O)[C@@H]1O	i	-5	-3.3%	-1%	-8%	-0.36	-0.29	-0.0017	1
7	CC1(C)C(c2cccs2)=NC(c2ccccc2)N1O (stereo unspecified)	i	2	4.4%	6%	2%	0.069	-0.19	-0.16	0.6
8	Oc1ccc(Cl)cc1C1=NCCNC(C(F)(F)C(F)F)=C1	i	21	-0.5%	9%	9%	-0.14	0.71	0.21	-0.32
9	COC(=O)[C@H]1C[C@@H]1[C@H](NC(=O)c1cc(C)on1)c1ccccc1	i	-1	-3.2%	1%	7%	-0.8	-0.29	0.16	0.37
10	COc1ccc(Oc2cc(C(F)(F)F)nc(N(C)C)n2)cc1	i	-5	-2.0%	-4%	0%	-0.071	-0.17	0.44	-0.31

entry	Insulin prom up	Insulin prom up cell count	UTI89 phage lysis	MT stabilizer	MT stabilizer Hoechst-high %	MT stabilizer cytotoxicity %	b-catenin transl	b-catenin transl cell count 5 µM
1	1.1	1305	0.1%	2.9	1.4	3.2	1.4	1162
2	0.19	1370	0.0%	6.2	2.4	2.0	0.1	1385
3	1.4	1077	0.9%	2.7	3.7	9.6	-1.7	1157
4	0.97	1286	0.0%	11	2.0	5.0	4.1	1490
5	1.2	751	5.1%	0.3	1.2	8.8	0.1	1033
6	.	.	-4.3%	8.5	0.6	22	12	89
7	.	.	8.1%	2.6	1.7	10	.	.
8	.	.	1.6%	1.7	0.8	2.4	2.1	1166
9	1.2	798	0.5%	1.9	2.3	9.2	2.5	453
10	-0.14	1522	0.5%	4.1	3.0	7.1	1.0	925

The list continues:
entry	SMILES	Autophagy mod	Autophagy mod cell loss 18 h	ER stress rescue	P. falciparum M17LAP	P. falciparum M1AAP	Dynein transport	Dynein transport cytoplasmic EGFP	Dynein transport nuclear GR-EGFP	Dynein transport cell count
11	Cc1ccc[n+](C(C)C(=O)Nc2ccc([N+](=O)[O-])cc2C)c1 (stereo unspecified)	i	2	-1.8%	0%	10%	2.3	0.094	1.4	-2.3
12	COc1ccccc1OCC(=O)Nc1cccc(N(C)S(C)(=O)=O)c1	i	-13	-3.2%	-4%	-3%	0.1	-0.28	0.18	0.75
13	O=C(Nc1ccc(F)cc1F)c1cc(=O)n(-c2ccccc2)c(=O)[nH]1	i	-40	.	8%	5%	1.2	-0.28	0.63	-0.32
14	O=C(N/N=C1\CCCc2oc(C(=O)O)cc21)c1ccccc1	i	-1	0.1%	24%	7%	-0.069	-0.31	-0.17	0.95
15	CCC(=O)Nc1cccc(-c2cn3ccsc3n2)c1	i	3	-2.8%	-1%	5%	-0.21	-0.41	-0.19	0.59
16	COc1cc(SC)ccc1C(=O)Nc1ccc2c(c1)OCO2	i	18	0.8%	-5%	-10%	3.1	-0.2	1.8	-0.47
17	O=C(CS(=O)CC(=O)Nc1ccc(Cl)cc1)NCC1OCCc2ccccc21 (stereo unspecified)	i	-4	-1.4%	5%	7%	2.1	-0.17	1.8	-2
18	CCN1CNC(=S)N(c2cccc(C)c2C)C1	i	1	0.2%	-1%	9%	0.8	-0.029	0.24	-1.2
19	CCOc1ccc(N(C(=O)CNC(=O)c2cccs2)C(C(=O)NCC2CCCO2)c2ccc(OC)c(OC)c2)cc1 (stereo unspecified)	+	36*	1.8%	-5%	4%	-0.67	1.4	0.088	0.22
20	Cc1ccc(NC(=O)CSC2=C(C#N)C(c3ccco3)C3=C(CC(C)(C)CC3=O)N2)cc1 (stereo unspecified)	i	-11	-0.2%	1%	8%	-0.6	-0.18	-0.28	-0.18

entry	Insulin prom up	Insulin prom up cell count	UTI89 phage lysis	MT stabilizer	MT stabilizer Hoechst-high %	MT stabilizer cytotoxicity %	b-catenin transl	b-catenin transl cell count 5 µM
11	-0.37	1298	0.3%	1.6	2.0	15	0.5	971
12	0.09	735	7.1%	1.7	0.8	1.9	-5.1	1130
13	-0.67	1309	-0.1%	5.2	1.8	6.4	0.4	1090
14	.	.	4.9%	1.0	1.5	5.0	0.1	1029
15	-0.76	985	0.2%	1.9	1.4	3.0	-0.2	1234
16	-0.32	1446	0.5%	2.9	2.2	8.7	-0.3	1536
17	.	.	-0.1%	6.1	2.2	12	0.4	1043
18	.	.	0.8%	2.7	1.9	8.8	.	.
19	0.43	1294	-0.9%	2.7	1.8	8.0	0.3	1473
20	-0.51	1242	-0.1%	2.8	2.3	7.8	-1.0	1077

More records.
entry	SMILES	Autophagy mod	Autophagy mod cell loss 18 h	ER stress rescue	P. falciparum M17LAP	P. falciparum M1AAP	Dynein transport	Dynein transport cytoplasmic EGFP	Dynein transport nuclear GR-EGFP	Dynein transport cell count
21	COc1ccccc1/C=N\Nc1ccccc1[N+](=O)[O-]	.	.	.	-15%	1%	-0.28	-0.25	0.31	0.25
22	NCCOc1ccccc1Cc1ccccc1	i	1	-2.2%	2%	2%	0.8	-0.44	0.35	0.43
23	O=C(CN1CCN(c2ccccc2)CC1)NC(=O)NCc1ccco1	i	17	-3.7%	4%	4%	-0.43	-0.32	-0.5	0.58
24	Cc1cccc(NC(=O)CSc2ccc(-c3ccccn3)nn2)c1C	i	4	-4.5%	9%	14%	0.25	-0.36	0.4	0.8
25	CCOc1ccccc1N(C(=O)Nc1ccc(Cl)cc1)C1=NC(C)CS1 (stereo unspecified)	i	14	-0.6%	10%	-1%	-0.82	-0.19	-0.54	0.19
26	Cc1cccc(OCC(=O)Nc2ccc3c4c(cccc24)CC3)c1C	i	16	1.0%	7%	3%	0.095	-0.2	0.22	0.41
27	CC(C)C12CN3CC(C(C)C)(CN(C1)C31C(=O)Nc3ccccc31)C2=O (stereo unspecified)	i	-2	-0.8%	0%	1%	1.3	-0.4	0.4	-0.013
28	N#C/C(=C(/O)c1ccc(Cl)c([N+](=O)[O-])c1)c1nc2ccccc2[nH]1	.	.	.	-2%	-2%	0.86	-0.3	0.38	0.039
29	COc1ccc(Br)cc1CN1CCCC(C(=O)N2CCCCC2)C1 (stereo unspecified)	i	-8	-1.5%	2%	7%	-0.38	0.077	0.16	-0.52

entry	Insulin prom up	Insulin prom up cell count	UTI89 phage lysis	MT stabilizer	MT stabilizer Hoechst-high %	MT stabilizer cytotoxicity %	b-catenin transl	b-catenin transl cell count 5 µM
21	-0.01	1017	-0.1%	.	.	.	1.9	1295
22	.	.	2.5%	2.0	1.2	5.1	.	.
23	0	1332	0.6%	2.2	2.4	3.3	.	.
24	0.66	1255	0.6%	2.8	4.2	6.4	0.3	1102
25	0.83	1356	0.1%	3.4	2.7	1.7	1.6	1016
26	-0.08	1329	0.0%	2.2	2.9	3.0	3.5	1145
27	.	.	-0.1%	4.4	1.9	5.1	-7.1	1242
28	-0.1	1365	0.3%	.	.	.	-4.1	1151
29	.	.	0.2%	1.9	0.9	7.4	.	.

Part of the list above with just UTI89 phage lysis and b-catenin transl.
| nr | molecule | UTI89 phage lysis | b-catenin transl |
| --- | --- | --- | --- |
| 10 | COc1ccc(Oc2cc(C(F)(F)F)nc(N(C)C)n2)cc1 | 0.5% | 1.0 |
| 11 | Cc1ccc[n+](C(C)C(=O)Nc2ccc([N+](=O)[O-])cc2C)c1 (stereo unspecified) | 0.3% | 0.5 |
